Source: PubChem BioAssay (several laboratories)
MrgX1 allo act – allosterically activates human MrgX1 receptor signaling. Q96LB2. MrgX1-HEK293, Fluo-4 calcium flux, FDSS; stronger effect = higher value. B-score at 10 µM. 310,000 tested, 0.63% active. AID 588675;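 active = plate-corrected calcium response at least 3 library SD above typical, normal starting fluorescence, not activating the receptor alone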;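 also: compound read alongside a low EC10 to EC30 dose of BAM8-22 agonist; peak minus trough fluorescence over baseline measured at the second addition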
SKKanGAS inh – inhibitors of SKKanGAS S. pyogenes growth in kanamycin (SK-promoter or general growth effect); 300,000 tested, 1.3% active; BacTiter-Glo, 6 h; inhibition, % at 7.5 µM;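 active = mean replicate score, as percent of positive control median, at least 50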;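 also: strain carries kanamycin resistance gene driven by streptokinase promoter and grows in 40 µg/ml kanamycin; loss of luminescence reflects streptokinase promoter inhibition or plain growth inhibition; 0% = median of DMSO wells and 100% = positive control at its reference dose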
HDAC3 inh – blocks human histone deacetylase 3 | O15379 | recombinant HDAC3, fluorogenic peptide/trypsin coupled, fluorescence | inhibition, % at 8.3 µM | 320,000 tested, 0.15% active; in the data active = inhibition above about 26%, passing the limit was not always enough
RGS4 block – human RGS4 inhibition. HEK293 M3R/RGS4 inducible, Fluo-4 calcium flux; stronger effect = higher value; triggered by carbachol at its EC20. B-score at 10 µM. 310,000 tested, 0.45% active. P49798;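 active = B-score, a plate-corrected calcium signal, over three deviations above library mean, with baseline fluorescence within five deviations of library mean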;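 also: RGS4 expression induced by doxycycline in cells with stable M3 receptor; B-score is computed from the integrated fluorescence ratio over baseline after carbachol; higher B-score means a larger calcium signal and so more RGS4 inhibition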
Target sequence (P49798 whole entry, looked up): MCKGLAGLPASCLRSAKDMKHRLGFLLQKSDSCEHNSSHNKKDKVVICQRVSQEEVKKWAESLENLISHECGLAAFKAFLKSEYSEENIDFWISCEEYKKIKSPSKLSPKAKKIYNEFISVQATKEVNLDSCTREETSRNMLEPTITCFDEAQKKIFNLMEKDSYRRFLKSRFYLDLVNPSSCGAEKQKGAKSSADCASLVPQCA
MrgX1 antagonist – blocks BAM8-22 activation of human MrgX1 receptor | Q96LB2 | 310,000 tested, 1.3% active | MRGX1-HEK293 calcium flux, Fluo-4, BAM8-22 antagonism; stronger effect = lower value | B-score at 10 µM | AID 588676;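 active = calcium-response B-score plate-corrected more than 3 library SD below zero, starting fluorescence within 5 deviations, no agonist response on first addition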;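 also: peak minus trough fluorescence over baseline after final BAM8-22 challenge near maximal dose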
RGS4 pot – RGS4 potentiation or activation; HEK293 M3R/inducible RGS4, carbachol calcium flux Fluo4; stronger effect = lower value; B-score at 10 µM; 310,000 tested, 0.92% active; AID 463111;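 active = B-score of the integrated calcium signal more than 4 SD below the library mean, with starting fluorescence not abnormally high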;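 also: negative B-score means reduced calcium response which marks RGS4 activation or potentiation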
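Assay system: HEK293 FlpIn-TREx cells, stable M3R, doxycycline-inducible RGS4 / Probe or stimulus: carbachol, ECmax concentration / Times: overnight RGS4 induction, 30 min dye load 37 °C, 20 min compound RT / Signal: kinetic calcium fluorescence imaging with Fluo4-AM dye, 2 µM / Measure: Agonist-evoked peak-minus-minimum fluorescence over baseline, integrated ratio, B score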
TRPC6 inh – inhibitors of mouse TRPC6 channel; Q61143; HEK293-TRPC6, membrane potential dye, ACh-evoked depolarization; stronger effect = lower value; B-score at 10 µM; 310,000 tested, 1.1% active;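 active = B-score under library mean minus 3 SD, initial fluorescence not abnormally high, positive integrated signal ratio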;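 also: B-score derived from integrated fluorescence ratio over the kinetic read; more negative B-score means stronger inhibition of depolarization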
Target sequence (Q61143 whole entry, looked up): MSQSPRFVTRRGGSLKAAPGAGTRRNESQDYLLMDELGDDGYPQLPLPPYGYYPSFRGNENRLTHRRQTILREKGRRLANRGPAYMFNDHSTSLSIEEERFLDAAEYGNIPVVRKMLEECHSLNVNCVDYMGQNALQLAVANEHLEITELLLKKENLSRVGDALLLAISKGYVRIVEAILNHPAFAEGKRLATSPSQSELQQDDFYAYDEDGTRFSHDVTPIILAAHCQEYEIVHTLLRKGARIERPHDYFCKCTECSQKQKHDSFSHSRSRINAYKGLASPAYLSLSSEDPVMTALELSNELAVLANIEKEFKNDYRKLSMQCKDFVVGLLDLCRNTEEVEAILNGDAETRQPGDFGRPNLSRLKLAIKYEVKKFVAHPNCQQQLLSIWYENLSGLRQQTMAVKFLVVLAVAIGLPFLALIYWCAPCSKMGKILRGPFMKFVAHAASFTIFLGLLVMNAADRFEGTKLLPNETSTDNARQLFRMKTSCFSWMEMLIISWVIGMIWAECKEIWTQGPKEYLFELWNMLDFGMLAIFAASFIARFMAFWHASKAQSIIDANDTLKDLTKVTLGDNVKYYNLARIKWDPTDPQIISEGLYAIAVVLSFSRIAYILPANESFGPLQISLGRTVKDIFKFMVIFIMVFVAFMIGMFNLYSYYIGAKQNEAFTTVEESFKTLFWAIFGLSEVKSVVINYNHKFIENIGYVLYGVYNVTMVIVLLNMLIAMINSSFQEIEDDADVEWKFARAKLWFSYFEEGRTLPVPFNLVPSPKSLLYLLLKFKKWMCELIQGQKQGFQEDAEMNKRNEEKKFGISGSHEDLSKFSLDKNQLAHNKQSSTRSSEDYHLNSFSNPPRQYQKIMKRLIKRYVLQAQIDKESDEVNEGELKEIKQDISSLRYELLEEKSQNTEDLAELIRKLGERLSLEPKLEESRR
MrgX1 ag – human MrgX1 receptor agonism, primary screen; MrgX1-HEK293 cells, Fluo-4 calcium fluorescence, agonist mode; stronger effect = higher value; B-score at 10 µM; 310,000 tested, 0.44% active; AID 588627;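 active = calcium response B-score plate-corrected fluorescence ratio at least 3 library SD, with starting fluorescence B-score inside 5 SD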
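Material: MrgX1-expressing HEK293 cells; input: 15,000 cells per well; doses: test compound given as first of three sequential additions; schedule: overnight plating before 1 h dye loading; technique: Fluo-4 NW calcium-flux fluorescence, kinetic read; evaluation: baseline-normalised fluorescence change ratio, B-scored; control set: plate-wise positive and negative controls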
TRPC6 activator – activates the mouse TRPC6 cation channel | Q61143 | HEK293-TRPC6 membrane potential dye fluorescence; stronger effect = higher value | B-score at 10 µM | 310,000 tested, 0.13% active | AID 2550;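 active = B-score of the integrated fluorescence ratio above library mean plus 3 SD, and starting fluorescence ratio within library mean plus 5 SD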;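 also: higher score means more depolarization so channel activation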
ANO1 block – mouse TMEM16A channel inhibition, primary screen; Q8BHY3; 310,000 tested, 1.2% active; AID 588511; HEK293 TMEM16A/YFP iodide influx fluorescence, ionomycin; normalized B-score (activity score, 25-100; higher = stronger inhibition) at 10 µM;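 active = ratio plate-corrected score three or more library SD toward inhibition, starting fluorescence score within five deviations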;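 also: score derived from kinetic fluorescence span divided by baseline fluorescence per well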
TMEM16A act – activates or potentiates the mouse TMEM16A chloride channel; Q8BHY3; HEK293 TMEM16A/YFP-H148Q/I152L, iodide quench fluorescence; stronger effect = lower value; B-score at 10 µM; 340,000 tested, 0.3% active;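 active = fluorescence-ratio B-score plate-corrected deviation score at least 3 library SD below zero, with starting fluorescence score within 5 deviations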;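 also: channel opened by trigger with iodide after compound preincubation; score built on the fluorescence ratio of max minus min over baseline; more negative score means more quench and so TMEM16A activation or potentiation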
An asterisk follows results filed as active.

`CCSc1nnc(Cn2c(=O)sc3ccccc32)n1-c1ccccc1C` gave MrgX1 allo act inactive, SKKanGAS inh -6, HDAC3 inh -8, RGS4 block inactive, MrgX1 antagonist inactive, RGS4 pot inactive, TRPC6 inh inactive, MrgX1 ag inactive, TRPC6 activator inactive, ANO1 block inactive and TMEM16A act inactive.
For O=C(COC(=O)C(Cc1ccccc1)NC(=O)c1ccc(Cl)cc1)c1ccc(Cl)cc1 (stereo not drawn) the results were MrgX1 allo act inactive, SKKanGAS inh 6, HDAC3 inh 3, RGS4 block inactive, MrgX1 antagonist inactive, RGS4 pot inactive, TRPC6 inh inactive, MrgX1 ag inactive, TRPC6 activator inactive, ANO1 block inactive and TMEM16A act inactive.
C#CCN(N(C)c1ncc(C(F)(F)F)cc1Cl)S(=O)(=O)c1ccc2ccccc2c1 was read as MrgX1 allo act inactive, SKKanGAS inh 40, HDAC3 inh 7, RGS4 block inactive, MrgX1 antagonist inactive, RGS4 pot inactive, TRPC6 inh inactive, MrgX1 ag inactive, TRPC6 activator inactive, ANO1 block inactive and TMEM16A act inactive.
CN(C)c1ccc(C2SCCN2C(=O)c2ccc([N+](=O)[O-])cc2)cc1 (stereo not drawn) was read as MrgX1 allo act inactive, SKKanGAS inh 7, HDAC3 inh 20, RGS4 block inactive, MrgX1 antagonist inactive, RGS4 pot inactive, TRPC6 inh inactive, MrgX1 ag inactive, TRPC6 activator inactive, ANO1 block inactive and TMEM16A act inactive.
`O=C(NC12CC3CC(CC(C3)C1)C2)c1ccc(Br)o1` gave MrgX1 allo act inactive, SKKanGAS inh 2, HDAC3 inh 2, RGS4 block inactive, MrgX1 antagonist inactive, RGS4 pot inactive, TRPC6 inh inactive, MrgX1 ag inactive, TRPC6 activator inactive, ANO1 block inactive and TMEM16A act inactive.
For CCCC(O)(CCC)C(=O)NN(C(=O)CCl)c1ccccc1 the results were MrgX1 allo act inactive, SKKanGAS inh -5, HDAC3 inh -3, RGS4 block inactive, MrgX1 antagonist inactive, RGS4 pot inactive, TRPC6 inh inactive, MrgX1 ag inactive, TRPC6 activator inactive, ANO1 block inactive and TMEM16A act inactive.
For CCOC(=O)C1CCN(C(=O)c2cc3c(OC)c(OC)c(OC)cc3[nH]2)CC1 the results were MrgX1 allo act inactive, SKKanGAS inh -2, HDAC3 inh -8, RGS4 block inactive, MrgX1 antagonist inactive, RGS4 pot inactive, TRPC6 inh inactive, MrgX1 ag inactive, TRPC6 activator inactive, ANO1 block inactive and TMEM16A act inactive.
`COc1ccc(NCc2nnc(SCC(=O)Nc3cc(C(F)(F)F)ccc3Cl)o2)cc1` gave MrgX1 allo act inactive, SKKanGAS inh -3, RGS4 block inactive, MrgX1 antagonist inactive, RGS4 pot inactive, TRPC6 inh inactive, MrgX1 ag inactive, TRPC6 activator inactive, ANO1 block inactive and TMEM16A act inactive.
Screening COc1ccc(CCNC(=O)C2CCCN(S(=O)(=O)N3CCCCCC3)C2)cc1OC (stereo not drawn) returned MrgX1 allo act inactive, SKKanGAS inh 4, HDAC3 inh -2, RGS4 block inactive, MrgX1 antagonist inactive, RGS4 pot inactive, TRPC6 inh inactive, MrgX1 ag inactive, TRPC6 activator inactive, ANO1 block inactive and TMEM16A act inactive.
For COc1ccccc1NC(=O)c1ccc(NC(=O)CSc2nnnn2C)cc1 the results were MrgX1 allo act inactive, SKKanGAS inh 21, HDAC3 inh -2, RGS4 block inactive, MrgX1 antagonist inactive, RGS4 pot inactive, TRPC6 inh inactive, MrgX1 ag inactive, TRPC6 activator inactive and ANO1 block inactive.
`CCN(CC)CCC(=O)N1c2ccccc2CCc2ccc(NC(=O)OC(C)C)cc21` gave MrgX1 allo act inactive, SKKanGAS inh -6, HDAC3 inh 3, RGS4 block inactive, MrgX1 antagonist inactive, RGS4 pot inactive, TRPC6 inh inactive, MrgX1 ag inactive, TRPC6 activator inactive, ANO1 block inactive and TMEM16A act inactive.
For CCOC(=O)c1c(NC(=O)CSc2nnnn2-c2ccc3c(c2)OCO3)sc(C)c1C the results were MrgX1 allo act inactive, SKKanGAS inh 11, HDAC3 inh -1, RGS4 block inactive, MrgX1 antagonist inactive, RGS4 pot inactive, TRPC6 inh inactive, MrgX1 ag inactive, TRPC6 activator inactive, ANO1 block inactive and TMEM16A act inactive.
Screening C/C(=N/NC(=O)c1ccc(NC(=O)c2ccc(F)cc2)cc1)c1ccccc1 returned MrgX1 allo act inactive, SKKanGAS inh 3, HDAC3 inh 1, RGS4 block inactive, MrgX1 antagonist inactive, RGS4 pot inactive, TRPC6 inh inactive, MrgX1 ag inactive, TRPC6 activator inactive, ANO1 block inactive and TMEM16A act inactive.
Screening CCN1C(=O)[C@H]2[C@@H](c3ccc(C)cc3)N3C(=O)N(c4cccc(C)c4)C(=O)[C@@]3(Cc3ccccc3)[C@H]2C1=O returned MrgX1 allo act inactive, SKKanGAS inh -1, HDAC3 inh -1, RGS4 block inactive, MrgX1 antagonist inactive, RGS4 pot inactive, TRPC6 inh inactive, MrgX1 ag inactive, TRPC6 activator inactive, ANO1 block inactive and TMEM16A act inactive.
O=C(Nc1ccc(-c2nc3ccccc3[nH]2)cc1)c1ccc2c(c1)OCO2 was read as MrgX1 allo act inactive, SKKanGAS inh 21, HDAC3 inh 0, RGS4 block inactive, MrgX1 antagonist inactive, RGS4 pot inactive, TRPC6 inh inactive, MrgX1 ag inactive, TRPC6 activator inactive, ANO1 block inactive and TMEM16A act inactive.
O=C(CSc1nnc(-c2ccc(Cl)cc2Cl)n1C1CCCCC1)N1CCCC1 was read as MrgX1 allo act inactive, SKKanGAS inh -4, HDAC3 inh -1, RGS4 block inactive, MrgX1 antagonist inactive, RGS4 pot inactive, TRPC6 inh inactive, MrgX1 ag inactive, TRPC6 activator inactive, ANO1 block inactive and TMEM16A act inactive.
For S=c1[nH]nc(-c2cccc(Cl)c2)n1Cc1ccccc1 the results were MrgX1 allo act inactive, SKKanGAS inh -5, HDAC3 inh -2, RGS4 block inactive, MrgX1 antagonist inactive, RGS4 pot inactive, TRPC6 inh inactive, MrgX1 ag inactive, TRPC6 activator inactive, ANO1 block inactive and TMEM16A act inactive.
CCOc1ccc(NC(=O)CCN2C(=S)NC(C)(C)CC2C)cc1 (stereo not drawn) was read as MrgX1 allo act inactive, SKKanGAS inh 0, HDAC3 inh 0, RGS4 block inactive, MrgX1 antagonist inactive, RGS4 pot inactive, TRPC6 inh inactive, MrgX1 ag inactive, TRPC6 activator inactive, ANO1 block inactive and TMEM16A act inactive.
`Cc1cc(NC(=O)c2ccco2)ccc1NC(=O)Cc1cccs1` gave MrgX1 allo act inactive, SKKanGAS inh 0, HDAC3 inh 7, RGS4 block inactive, MrgX1 antagonist inactive, RGS4 pot inactive, TRPC6 inh inactive, MrgX1 ag inactive, TRPC6 activator inactive, ANO1 block inactive and TMEM16A act inactive.
`Cc1nn(-c2ccccc2)c(-n2cccc2)c1C(=O)O` gave MrgX1 allo act inactive, SKKanGAS inh -11, HDAC3 inh 9, RGS4 block inactive, MrgX1 antagonist inactive, RGS4 pot inactive, TRPC6 inh inactive, MrgX1 ag inactive, TRPC6 activator inactive, ANO1 block inactive and TMEM16A act inactive.
For Cn1c(SCC(=O)N(C2CCCCC2)C2CCCCC2)nnc1-c1cccs1 the results were MrgX1 allo act inactive, SKKanGAS inh 0, HDAC3 inh 11, RGS4 block inactive, MrgX1 antagonist inactive, RGS4 pot inactive, TRPC6 inh inactive, MrgX1 ag inactive, TRPC6 activator inactive, ANO1 block inactive and TMEM16A act inactive.
CCO[C@@H]1OC(C(N)=O)=C[C@H](c2ccc(Br)cc2)[C@H]1CCCO was read as MrgX1 allo act inactive, SKKanGAS inh 1, HDAC3 inh 4, RGS4 block inactive, MrgX1 antagonist inactive, RGS4 pot inactive, TRPC6 inh inactive, MrgX1 ag inactive, TRPC6 activator inactive, ANO1 block inactive and TMEM16A act inactive.
For CC[n+]1c(C)n(C)c2cc(S(=O)(=O)N(C)C)ccc21 the results were MrgX1 allo act inactive, SKKanGAS inh 9, HDAC3 inh 1, RGS4 block inactive, MrgX1 antagonist inactive, RGS4 pot inactive, TRPC6 inh inactive, MrgX1 ag inactive, TRPC6 activator inactive, ANO1 block inactive and TMEM16A act inactive.
Screening CNC(=S)N/N=C/c1c2ccccc2c(Cl)c2ccccc12 returned MrgX1 allo act inactive, SKKanGAS inh 18, HDAC3 inh 3, RGS4 block inactive, MrgX1 antagonist inactive, RGS4 pot inactive, TRPC6 inh inactive, MrgX1 ag inactive, TRPC6 activator inactive, ANO1 block inactive and TMEM16A act inactive.
O=C(O)COc1ccccc1/C=N/NC(=O)CSc1nc2ccccc2c(=O)n1-c1ccccc1 was read as MrgX1 allo act inactive, SKKanGAS inh 1, HDAC3 inh 1, RGS4 block inactive, MrgX1 antagonist inactive, RGS4 pot inactive, TRPC6 inh inactive, MrgX1 ag inactive, TRPC6 activator inactive, ANO1 block inactive and TMEM16A act inactive.
For COc1cc(/C=C2\COC/C(=C\c3ccc(O)c(OC)c3)C2=O)ccc1O the results were MrgX1 allo act inactive, SKKanGAS inh 16, HDAC3 inh 1, RGS4 block inactive, MrgX1 antagonist inactive, RGS4 pot inactive, TRPC6 inh inactive, MrgX1 ag inactive, TRPC6 activator inactive, ANO1 block inactive and TMEM16A act inactive.
Cc1nc(SCC(=O)NC(C)(C)C)c2c(-c3cccs3)csc2n1 was read as MrgX1 allo act inactive, SKKanGAS inh 2, HDAC3 inh -7, RGS4 block inactive, MrgX1 antagonist inactive, RGS4 pot inactive, TRPC6 inh inactive, MrgX1 ag inactive, TRPC6 activator inactive, ANO1 block inactive and TMEM16A act inactive.
`O=C(Cn1ncc2c(=O)oc3ccccc3c21)N1CCN(C(=O)c2ccco2)CC1` gave MrgX1 allo act inactive, SKKanGAS inh 0, HDAC3 inh -6, RGS4 block inactive, MrgX1 antagonist inactive, RGS4 pot inactive, TRPC6 inh inactive, MrgX1 ag inactive, TRPC6 activator inactive, ANO1 block inactive and TMEM16A act inactive.
CNC(=O)C(=O)NCC1OCCCN1S(=O)(=O)c1cccs1 (stereo not drawn) was read as MrgX1 allo act inactive, SKKanGAS inh 4, HDAC3 inh -5, RGS4 block inactive, MrgX1 antagonist inactive, RGS4 pot inactive, TRPC6 inh inactive, MrgX1 ag inactive, TRPC6 activator inactive, ANO1 block inactive and TMEM16A act inactive.
For Cc1nc(N/N=C/c2ccccn2)sc1C the results were MrgX1 allo act inactive, HDAC3 inh 4, MrgX1 antagonist inactive, MrgX1 ag inactive and ANO1 block inactive.
